human PMI inhibition – inhibitors of human PMI, primary screen, biochemical, fluorescence intensity, coupled assay (AID 1209). Mannose-6-phosphate isomerase (Homo sapiens). purified PMI enzyme, coupled fluorescence intensity; higher % means a stronger effect. inhibition, % at 20 µM, or IC50 in µM where a hit was titrated. hit rate 0.42% among 190,000;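 also: plate controls were DMSO vehicle for no effect and wells lacking substrate for full effect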
P. falciparum M1AAP – P. falciparum M1AAP inhibitors, biochemical, fluorogenic H-Leu-NHMec substrate, 1536-well (AID 1445) | Aminopeptidase N (Plasmodium falciparum (isolate 3D7)) | recombinant M1AAP, H-Leu-NHMec fluorogenic kinetic assay; higher % means a stronger effect | inhibition, % at 30 µM; hits with a dose series show IC50 in µM | hit rate 0.42% among 220,000;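 active = primary inhibition above the hit cutoff, then over 50% inhibition at one or more dose response concentrations, cut at about 23% in these data, passing the limit was not always enough; inconclusive = conflicting primary data, or primary hits not chosen for dose response; inactive = low primary inhibition, or under 50% at every dose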;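 also: plate controls were DMSO full reaction for no effect and no enzyme background for full effect; strong numbers were not always called active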
SIAH1 antagonists – Siah-1 peptide-binding antagonists, primary screen, biochemical, fluorescence polarization, rhodamine-plectin, uHTS (AID 1817). E3 ubiquitin-protein ligase SIAH1 (Homo sapiens). Siah-1 / rhodamine-plectin peptide fluorescence polarization; higher % means a stronger effect. displacement, % at 20 µM, or IC50 in µM where a hit was titrated. hit rate 0.02% among 290,000;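 active = displacement of at least 50% at 20 µM, with a fluorescence ratio check between 0.3 and a set limit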;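 also: plate controls were Siah plus tracer with DMSO for no effect and tracer alone without Siah for full effect; strong numbers were not always called active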
K1F lysis inhibition – inhibition of K1F phage lysis, E. coli UTI89, bacterial capsule biogenesis inhibitors, alamar blue (AID 488966) | E. coli UTI89 K1F phage lysis, alamar blue, 2 h; higher % means a stronger effect | inhibition, % at 100 µM; hits with a dose series show IC50 in µM | hit rate 0.02% among 340,000;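 active = phage lysis inhibition, versus mean bacterial control, above a set limit; inconclusive = no clear call, values can overlap the other calls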;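 also: capsule biogenesis inhibitors block K1F phage lysis so surviving cells raise fluorescence; higher fluorescence means more inhibition of phage lysis; actives were called in the ten point dose series up to 300 µM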
TNAP activators – human TNAP enzyme activators, primary screen, biochemical, luminescent, no phosphate acceptor, uHTS (AID 1001); purified TNAP, luminescent activation assay, no phosphate acceptor; higher activation fold means a stronger effect; Alkaline phosphatase, tissue-nonspecific isozyme (Homo sapiens); hit rate 0.03% among 200,000; one-dose activation fold at 20 µM; EC50 in µM for titrated hits; in the data active = activation fold from about 3, or a potency from the dose series; inactive = the rest, 99 in 100 with activation fold below about 1.6; also: many of its hits are not listed in these tables
Hep lipid drop – inhibitors of hepatocyte lipid droplet formation, primary screen, imaging, high-throughput imaging, BODIPY stain | hit rate 0.4% among 240,000 | inhibition, % at 6.5 µM | AML12 mouse hepatocytes, oleate lipid droplets;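 active = lipid droplet intensity inhibited by at least 50%, with more than 500 cells counted; inconclusive = wells with under 300 cells, treated as cytotoxic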
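Material – AML12 mouse liver cells · Also added – oleate loading, 100 µM · Compound dosing – 6.5 µM single-point dosing · Times – overnight treatment with compound plus oleate · Measured by – fluorescence imaging, 20x objective, two fields per well · Read-out – percent inhibition of filter-corrected integrated lipid droplet intensity per well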
M17LAP inhibition – P. falciparum M17LAP inhibitors, primary screen, biochemical, fluorogenic H-Leu-NHMec substrate, 1536-well (AID 1619). hit rate 0.38% among 220,000. recombinant M17LAP, H-Leu-NHMec fluorogenic kinetic assay; higher % means a stronger effect. Leucine aminopeptidase (Plasmodium falciparum (isolate 3D7)). inhibition, % at 30 µM; hits with a dose series show IC50 in µM;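 active = compound inhibiting the enzyme by more than half at any dose during confirmatory dose-response retesting; inconclusive = strong single-dose inhibitors picked by rank but not retested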;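 also: plate controls were full reaction with DMSO carrier for no effect and no enzyme background for full effect; strong numbers were not always called active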
XIAP antagonists – XIAP antagonists, biochemical, IAP family, fluorescence polarization (AID 1018). E3 ubiquitin-protein ligase XIAP (Homo sapiens). XIAP BIR domain, fluorescence polarization peptide displacement; higher % means a stronger effect. displacement, % at 20 µM; hits with a dose series show IC50 in µM. hit rate 0.007% among 200,000; in the data active = displacement above about 50%; also: a part of the inactive calls stands beside numbers as strong as those of hits
PMI inhibition – human PMI inhibitors, high substrate, primary screen, biochemical, fluorescence intensity, high mannose 6-phosphate (AID 1220); recombinant PMI enzyme, coupled fluorescence intensity; higher % means a stronger effect; inhibition, % at 20 µM; hits with a dose series show IC50 in µM; hit rate 0.66% among 190,000
Hep lipid drop cells 6.5 µM – also measured in Hep lipid drop; calls as there; cell count; measured here: cell count, cytotoxicity flag;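 cells counted across two imaged fields per well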
Starred values were filed as active, the others as inactive; ? = inconclusive; nt = not tested or not shown; [ ] = another dose, or the depositor's remark. Rule as the data show it, unless noted: active = inhibition above about 50%; inactive = the rest.

SMILES | human PMI inhibition | P. falciparum M1AAP | SIAH1 antagonists | K1F lysis inhibition | TNAP activators | Hep lipid drop | Hep lipid drop cells 6.5 µM | M17LAP inhibition | XIAP antagonists | PMI inhibition
O=C(O)C1CCCCC1C(=O)Nc1ccccc1Cl (stereo not given) | -9% | 10% | 0% | 0.4% | 1 | nt | nt | 44% | -4.7% | -1%
CCOc1ccc(CONS(=O)(=O)c2ccc(NC(C)=O)cc2)cc1Cl | 16% | 0% | 1% | 0.0% | 1.1 | -12 | 583 | 3% | -4.1% | 11%
CC1(C)C[C@@H]2C[C@@](C)(CN2C(=O)c2ccccc2)C1 | nt | 2% | 3% | 1.1% | nt | 0 | 781 | 2% | nt | nt
COc1ccc(NC(=O)CSc2nc(C)c3c(c2C#N)CCCC3)cc1 | -1% | 7% | 4% | 7.9% | 1.1 | nt | nt | 11% | -5.8% | -1%
Cc1cccc(N2CCN(C(=S)NCc3ccco3)CC2)c1C | -9% | 12% | 3% | 9.3% | 1 | 12 | 597 | -11% | -14% | -8%
CNC(=O)NC(=O)CSc1nnc(C(F)(F)F)n1C | 6% | -4% | 5% | -2.0% | 1.1 | 2 | 744 | 2% | -3.8% | 2%
COc1ccccc1-c1cc(C(F)(F)F)nc(S(=O)(=O)CCCC(=O)NCc2ccc(F)cc2)n1 | -6% | ? | 1% | 0.3% | 1.1 | 2 | 701 | 0% | -4.5% | 10%
Cc1cccc(C)c1Oc1nc(-c2ccccc2)ncc1S(=O)(=O)c1ccccc1 | 13% | 2% | -5% | 0.6% | 1 | -33 | 639 | 0% | -1.8% | 6%
Nc1nc(SCC(=O)Nc2cccnc2Cl)n[nH]1 | 7% | 1% | 1% | -2.3% | 1.1 | 3 | 680 | -1% | 0.6% | 16%
O=C(O)CN(c1ccccc1F)S(=O)(=O)c1ccccc1 | 7% | -1% | 5% | 0.6% | 1.1 | nt | nt | 11% | -2.2% | 4%
CCCCCC(=O)NC(=S)Nc1ccc(N2CCCCC2)c(Cl)c1 | 5% | -1% | -1% | 0.5% | 1 | nt | nt | 8% | -5.3% | 6%
CCOC(=O)Cc1csc(NC(=O)COc2ccc(OC)cc2)n1 | 13% | 5% | -2% | -0.3% | 1 | nt | nt | 13% | -19% | 16%
COc1ccc(CCNC(=O)CN2C(=O)NC(CCSC)C2=O)cc1 (stereo not given) | -3% | 8% | 6% | 0.4% | 1.2 | 2 | 703 | 2% | -8.7% | -6%
COc1cccc(-c2nc(CS(=O)CC(=O)NCCCOC(C)C)c(C)o2)c1 (stereo not given) | 12% | 0% | 7% | -0.5% | 1.2 | 0 | 655 | -1% | -2.3% | 9%
CCCS(=O)(=O)N1CCCC(C(=O)NCCc2ccc(OC)c(OC)c2)C1 (stereo not given) | 0% | 0% | 1% | 1.6% | 1.1 | 5 | 763 | 1% | -3.3% | 0%
O=C(NC1(C(F)(F)F)NC(=O)N(C2CCCCC2)C1=O)c1ccco1 (stereo not given) | 3% | 5% | -6% | -0.3% | 1.1 | 5 | 698 | 5% | -3.4% | 5%
CC(C)Oc1ccc(-c2nc(NCC3CCCO3)c3ccccc3n2)cc1 (stereo not given) | nt | 4% | 1% | -1.5% | nt | -14 | 638 | -6% | nt | nt
CC(C)COC(=O)Nc1ccc(C(=O)O)cc1 | 9% | 7% | 6% | 0.7% | 1.1 | nt | nt | 13% | -4.9% | 9%
COc1ccc(C)cc1C(=O)C1CC(C(=O)O)C(C)(C)C1C (stereo not given) | 7% | -1% | 4% | 0.3% | 1.1 | nt | nt | -3% | -4.2% | 4%
COc1ccc(S(=O)(=O)N2CCC(n3cnc4cc(C(F)(F)F)ccc43)CC2)cc1 | 2% | 5% | -1% | 0.3% | 1.1 | nt | nt | 2% | -4.1% | 0%

Just XIAP antagonists and M17LAP inhibition, for some of the entries so far:
| smiles | XIAP antagonists | M17LAP inhibition |
| --- | --- | --- |
| CC(C)Oc1ccc(-c2nc(NCC3CCCO3)c3ccccc3n2)cc1 (stereo not given) | nt | -6% |
| CNC(=O)NC(=O)CSc1nnc(C(F)(F)F)n1C | -3.8% | 2% |
| COc1cccc(-c2nc(CS(=O)CC(=O)NCCCOC(C)C)c(C)o2)c1 (stereo not given) | -2.3% | -1% |

(next part)
SMILES | human PMI inhibition | P. falciparum M1AAP | SIAH1 antagonists | K1F lysis inhibition | TNAP activators | Hep lipid drop | Hep lipid drop cells 6.5 µM | M17LAP inhibition | XIAP antagonists | PMI inhibition
O=C(Nc1cccc(Cl)c1)C1CCCN(S(=O)(=O)c2cnc[nH]2)C1 (stereo not given) | 5% | 11% | -2% | -0.4% | 1.1 | nt | nt | 0% | -0.9% | 2%
CCOc1ccc(NCCC(=O)c2ccc3c(c2)OCO3)cc1 | 8% | 7% | -3% | -3.3% | 1 | 1 | 752 | 1% | -0.3% | -4%
CSc1nnnn1CCn1nnnc1SC | 12% | -1% | 6% | 0.7% | 1.1 | nt | nt | 1% | -3.0% | 1%
Nc1ccc(S(=O)(=O)NC2(C(F)(F)F)NC(=O)N(c3ccccc3Cl)C2=O)cc1 (stereo not given) | 4% | -1% | 4% | 6.4% | 1.1 | 22 | 732 | -2% | 1.1% | 6%
O=C(c1cccc(S(=O)(=O)N2CCCC2)c1)N1CCCc2ccccc21 | -4% | -2% | 2% | -0.3% | 1.1 | -5 | 701 | -1% | -2.1% | 0%
Cc1sc2ncnc(N/N=C/c3ccccc3O)c2c1C | 28% | -1% | -13% | 0.4% | 2 | -5 | 496 | 8% | 2.2% | 0%
COC(=O)C(C)Sc1nnc(Cc2cc(=O)[nH]c(=O)[nH]2)n1-c1ccc(Cl)cc1 (stereo not given) | 1% | 0% | 0% | ? | 1.2 | nt | nt | 16% | -0.6% | -2%
Nc1nc(SCC(=O)NC2CCCCC2)[nH]c(=O)c1-c1ccccc1 | 13% | -1% | -1% | -0.4% | 1 | 3 | 798 | 1% | -3.1% | 6%
Cc1sc(N/N=C/c2cc([N+](=O)[O-])ccc2O)nc1-c1ccccc1 | -4% | 4% | 18% | 0.3% | 1.1 | -2 | 775 | 1% | -7.0% | -6%
O=C(NC(Cc1ccccc1)C(=O)O)c1ccco1 (stereo not given) | nt | 1% | 14% | -0.1% | 1 | 8 | 716 | 2% | -2.3% | nt
COc1ccc(Nc2oc(-c3cccs3)nc2C#N)cc1 | 4% | 7% | -3% | -0.3% | 1.1 | nt | nt | -14% | -4.4% | -3%
CN1CCC(=NNC(=O)c2ccc(N(Cc3ccccc3Cl)S(C)(=O)=O)cc2)CC1 | 11% | -7% | 11% | 3.8% | 1.1 | -5 | 589 | -1% | 1.6% | 2%
O=C(Cc1ccc([N+](=O)[O-])cc1)NCc1ccccn1 | -5% | -1% | 3% | -0.2% | 1.1 | -4 | 550 | 5% | -6.2% | -9%
Cc1ccc(-c2nnn(CC(=O)N(c3cccc(F)c3)C(C(=O)NC3CCCC3)c3ccco3)n2)o1 (stereo not given) | -1% | -2% | 0% | -2.5% | 1.1 | nt | nt | 9% | -3.4% | 0%
CCOc1ccc(CCNC(=O)C2CCCN(c3nn4c(=O)cc(C)nc4s3)C2)cc1OCC (stereo not given) | 11% | 1% | 2% | 0.9% | 1.1 | 0 | 761 | 7% | -1.6% | 9%
O=C(N/N=C/c1ccccc1)c1cc(=O)[nH]c2ccccc12 | 6% | 3% | 6% | 2.8% | 1.1 | -23 | 640 | 3% | -12% | 1%
COc1ccc2cc(C(c3nnnn3Cc3ccc(F)cc3)N3CCCCCC3)c(=O)[nH]c2c1 (stereo not given) | -22% | 2% | -8% | 1.5% | 1 | -6 | 671 | 9% | -6.0% | -64%
COc1ccc(-c2c(-c3ccc(O)cc3O)n[nH]c2C)cc1OC | 23% | 7% | 3% | 0.2% | 1.5 | -4 | 760 | -3% | -5.7% | 24%
C=CCSc1nnc(CCCCCN2C(=O)c3cccc4cccc(c34)C2=O)o1 | 2% | 12% | 1% | 0.1% | 1.1 | -12 | 343 | 1% | -2.5% | -14%
Cc1ccccc1-n1nnnc1-c1ccccc1 | 1% | -6% | -3% | -0.1% | 1 | nt | nt | 3% | -6.1% | 11%
CCOc1ccc(N/C=C/C(=O)c2ccc(OC)cc2)c([N+](=O)[O-])c1 | 5% | 9% | 16% | 0.0%[50 µM] | 1 | nt | nt | 15% | 0.5% | 4%
Cn1c(=O)n(CC(=O)N2CCOCC2)c2ccccc21 | -7% | 0% | 2% | 1.6% | 1 | 0 | 685 | 1% | -2.5% | -1%
CC(OC(=O)c1ccc2ccccc2n1)C(=O)c1ccccc1 (stereo not given) | nt | -1% | -1% | -0.4%[50 µM] | 1 | -11 | 715 | 18% | -5.7% | nt
CCCCN(C(=O)NC(=O)C1=C(N2CCOCC2)/C(=C/c2ccccc2)CC1)S(C)(=O)=O | -11% | 15% | -2% | -1.1% | 1.1 | nt | nt | -76% | -2.0% | 1%
Cc1c(C(=O)OCC(=O)c2ccc3c(c2)OCCO3)oc2ccccc12 | 3% | 11% | 3% | 0.1% | 1 | nt | nt | -10% | -5.8% | 15%
CCNc1nc(NC(C)C)nc(ON=C(C)C)n1 | 8% | 3% | 2% | nt | 1.1 | 22 | 688 | 8% | -1.5% | -2%
O=C1CCC(=O)N1CC(=O)N(c1ccccc1)c1ccccc1 | -4% | -1% | -3% | 0.5% | 1.1 | -15 | 751 | -4% | -5.7% | 3%
CCOC(=O)c1[nH]c(=O)[nH]c1COC(=O)c1cc2ccccc2o1 | -10% | 0% | -4% | -0.2% | 1.1 | nt | nt | -1% | -0.4% | -13%
CCN(CC)C(NC(=O)Cc1ccccc1)C(Cl)(Cl)Cl (stereo not given) | -1% | -2% | 0% | 0.2% | 1.1 | nt | nt | -4% | -4.9% | 0%
CCn1c(O)c(/C=C/C=C/C=Nc2ccccc2)sc1=S | -21% | 0% | 9% | -2.2% | 1.1 | 15 | 727 | 8% | 7.8% | 1%
O=C(COC(=O)CNC(=O)c1ccccc1)Nc1ccc(F)c([N+](=O)[O-])c1 | -13% | 6% | -7% | -0.8% | 1.1 | 2 | 681 | 2% | -12% | -6%

Compound activity (PubChem BioAssay)
